# rCAG RNA binder – molecules binding r(CAG) RNA repeats; actives 1.3% (n = 370,000); r(CAG) RNA repeat, TO-PRO-1 dye displacement fluorescence; AID 651821; inhibition, % at 3 µM;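 active means inhibition above the plate cutoff, the mean of all test compounds on that plate plus 3 SD, cut at about 35% in these data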;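 further: 0% = DMSO alone and 100% = 100 µM mitoxantrone as full dye displacement; higher means more dye released from RNA so lower well fluorescence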
# LEDGF integ inh – blocks HIV-1 LEDGF/p75-dependent DNA integration | TR-FRET IN-LEDGF/p75 DNA integration, Eu/Cy5 | inhibition, % at 3.7 µM | actives 0.64% (n = 370,000) | AID 743269;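 active means inhibition above the screen-wide mean plus 3 SD, cut at about 13% in these data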;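 further: signal is the Cy5 over europium emission ratio at 671 and 618 nm; 0% = plate median of compound wells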
# GC-B act – GC-B (human) receptor activation | P20594 | HEK293-GC-B cells, CNP EC30, cGMP TR-FRET; 0% at EC30 CNP, 100% saturating CNP | activation, % at 10 µM | actives 0.11% (n = 370,000);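 active means activation at 10 µM reaching about 35% in either raw or pattern-adjusted values, limit read from the data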
# SIAE primary – blocks human sialic acid acetylesterase. inhibition, % at 9.66 µM. Q9HAT2. SIAE FP-Rh probe binding, fluorescence polarization. actives 0.69% (n = 370,000);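 active means inhibition above a cutoff: mean of compounds within the control limits plus 3 SD of those, cut at about 17% in these data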;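 further: 0% = plate median of compound wells and 100% = probe without SIAE protein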
# TCR CD3 inh – blocks the human TCR-CD3 interaction; TAMRA-labeled TCR probe fluorescence, biochemical; inhibition, % at 9.4 µM; actives 0.37% (n = 360,000); AID 651800; in the data active means inhibition above about 19%;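 further: recombinant mutant TCR 2C K166C tagged with TAMRA read by polarization; 0% = receptor in buffer alone and 100% = receptor with positive control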
# PRMT1 FP inh – inhibitors of human PRMT1; recombinant PRMT1, activity-based probe fluorescence polarization; inhibition, % at 2.79 µM; actives 1.3% (n = 370,000); AID 652257;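 active means inhibition above about 21% made by adding two undisclosed values, limit read from the data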
# mABHD4 FP – inhibitors of mouse ABHD4; Q8VD66; purified mABHD4, FP-Rh probe fluorescence polarization; inhibition, % at 8.92 µM; actives 0.54% (n = 370,000);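 active means inhibition exceeding the mean over every tested compound plus 3 SD, cut at about 30% in these data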;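 further: 0% = plate median of compound wells and 100% = S159A mutant with DMSO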
# Target sequence (Q8VD66 whole entry, looked up): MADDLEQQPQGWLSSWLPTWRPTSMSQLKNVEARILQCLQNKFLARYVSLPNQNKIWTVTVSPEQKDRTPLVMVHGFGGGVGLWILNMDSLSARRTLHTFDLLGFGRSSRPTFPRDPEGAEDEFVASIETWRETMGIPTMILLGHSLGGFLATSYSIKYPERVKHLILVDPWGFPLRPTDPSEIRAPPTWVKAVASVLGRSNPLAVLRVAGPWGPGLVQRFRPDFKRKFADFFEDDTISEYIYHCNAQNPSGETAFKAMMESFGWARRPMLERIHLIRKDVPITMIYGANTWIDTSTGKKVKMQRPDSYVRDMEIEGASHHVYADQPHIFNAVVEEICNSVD
#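 Material: mouse ABHD4 enzyme, wild type; Benchmarks: S159A mutant high control, sample median low control; Buffer or medium: HEPES pH 7.0, NaCl, Pluronic buffer; Signal: fluorescence polarization; Read-out: percent inhibition of probe binding, normalized to plate controls; Timing: pre-incubation 45 min, probe exposure 60 min, at 25 °C; Dosing: 8.92 µM, single dose.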
# MBD2 DNA inh – blocks human MBD2 binding to methylated DNA | Q9UBB5 | TR-FRET, MBD2 binding to methylated oligonucleotide | inhibition, % at 4.4 µM | actives 0.31% (n = 370,000); in the data active means inhibition above about 13%
# Target sequence (Q9UBB5 whole entry, looked up): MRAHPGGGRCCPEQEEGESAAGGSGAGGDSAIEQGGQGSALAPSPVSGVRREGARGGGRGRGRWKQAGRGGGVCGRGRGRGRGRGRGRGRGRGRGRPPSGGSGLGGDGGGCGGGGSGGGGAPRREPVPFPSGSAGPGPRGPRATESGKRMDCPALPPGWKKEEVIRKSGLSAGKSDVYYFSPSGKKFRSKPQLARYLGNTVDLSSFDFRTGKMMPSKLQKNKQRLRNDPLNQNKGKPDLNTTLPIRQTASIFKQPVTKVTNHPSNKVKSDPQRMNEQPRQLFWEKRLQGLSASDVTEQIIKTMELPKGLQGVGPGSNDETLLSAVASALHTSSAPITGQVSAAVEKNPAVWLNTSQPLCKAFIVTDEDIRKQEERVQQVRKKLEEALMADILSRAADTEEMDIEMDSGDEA
# HTRA1 inh – inhibitors of human serine peptidase HTRA1; Q92743; recombinant HTRA1, FP-rhodamine activity-based probe, fluorescence polarization; inhibition, % at 5.96 µM; actives 0.5% (n = 340,000); AID 504803; in the data active means inhibition above about 36%;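 further: 0% = enzyme with DMSO and 100% = wells lacking enzyme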
# TDP2 absorb – TDP2 (human) inhibition, absorbance primary screen. O95551. recombinant TDP2, T5PNP hydrolysis, p-nitrophenol absorbance 415 nm. inhibition, % at 12.8 µM. actives 0.34% (n = 370,000). AID 720702;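 active means inhibition above the mean of all tested compounds plus 3 SD, set per campaign, cut at about 25% in these data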;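 further: 0% = DMSO with enzyme and 100% = buffer with substrate but no TDP2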
#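 Read-out basis: percent inhibition. System: recombinant human TDP2. Buffer or medium: Mg2+-containing Tris-HCl buffer, pH 7.5. Repeats: single replicate. Timing: reaction 2 h, 37 °C. Benchmarks: high control without enzyme, low control DMSO plus TDP2. Probe or stimulus: 5 mM T5PNP. Doses: 12.8 µM only. Measured by: epi absorbance of p-nitrophenol freed from T5PNP by hydrolysis.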
# * hit, by the source's call; nt = no result given. Only part of the results is shown; the hit share may differ from the screen's.
# Results follow in this order: rCAG RNA binder	LEDGF integ inh	GC-B act	SIAE primary	TCR CD3 inh	PRMT1 FP inh	mABHD4 FP	MBD2 DNA inh	HTRA1 inh	TDP2 absorb
1. COc1ccc(OC)c(C(O)c2ncc(-c3cccc(C(F)(F)F)c3)[nH]2)c1 (centres undefined)
→ 0	-2	1	6	4	-3	-8	2	nt	5
2. Cc1ccc(OCC(=O)Nc2c(C)nn(-c3ccccc3)c2C)c(Br)c1
→ -12	0	4	1	9	0	-2	-1	-12	11
3. COc1ccc(OCCSc2nc3nc(C)cc(C)n3n2)cc1
→ -4	-2	-7	8	-4	1	2	-6	6	-5
4. O=C(Cn1nnc(-c2ccc(F)cc2)n1)Nc1cccc(S(=O)(=O)N2CCCC2)c1
→ 9	0	-2	-27	-5	-3	-14	-1	-23	-4
5. C[C@H](O)[C@@H]1C(=O)N2CCc3ccc(N4CCN(C)CC4)cc3[C@@H]2C[C@@H]1N(C)C(=O)c1ccco1
→ 0	-4	-3	3	1	2	4	2	-1	8
6. COc1ccccc1Cc1c(-c2cccc(Cl)c2)nc2ccc(Br)cn12
→ 38*	2	-6	-10	3	4	-3	-2	nt	4
7. O=S(=O)(O)c1cc(O)c2ccc(Nc3ccccc3)cc2c1
→ 65*	32*	0	14	35*	28*	63*	36*	21	17
8. CC(C)C(O)C1CCN(Cc2nc(-c3cccs3)no2)CC1 (centres undefined)
→ -7	1	0	9	-6	-4	6	-5	-1	4
9. O=C(O)CCC1(CCC(=O)O)c2ccccc2-c2ccccc21
→ -3	2	0	-2	7	-1	3	1	4	-9
10. O=C(Nc1ccc(N2CCN(C(=O)c3cccs3)CC2)c(Cl)c1)c1cccnc1
→ 3	-1	-4	-6	17	1	0	5	0	-6
11. COc1cc2c(cc1OC)[C@@]1(c3ccccc3)CCCC[C@H]1[C@@H]2NC(=O)C(F)(F)F
→ 1	0	-10	-6	-7	7	-13	7	nt	-6
12. CSc1ncccc1C(=O)OCC(=O)Nc1nc(C)c(Cl)cc1Cl
→ 0	-7	2	-1	0	6	2	0	1	-2
13. CC(C1CC2CCC1C2)n1c(COc2ccccc2F)nnc1SCC(N)=O (centres undefined)
→ -10	-2	-8	-2	5	-1	-1	-5	-3	-7
14. Cc1ccccc1S(=O)(=O)NCc1cccnc1
→ 0	0	2	-7	4	-3	-1	-8	-1	-10
15. Cc1ccnc(NS(=O)(=O)c2ccc(NC(=O)C3CCCNC3=O)cc2)n1 (centres undefined)
→ 0	-2	1	-1	-7	-2	4	2	0	6
16. Cc1cccc(-c2noc(C(C)NC(=O)c3ccco3)n2)c1 (centres undefined)
→ 0	-1	1	-5	-2	-3	-14	2	-8	-32
17. O=C(c1ccccc1)c1nnc(-c2ccncc2)o1
→ 4	1	3	0	-4	0	-2	-3	-1	5
18. COc1ccc(N2CCN(C(=O)c3cccc(NS(=O)(=O)c4cccc(F)c4)c3)CC2)cc1
→ 9	-1	1	0	3	-4	5	3	0	11
19. COC(=O)C[C@H]1CC[C@@H](NC(=O)Nc2ccc3c(c2)OCO3)[C@@H](CO)O1
→ 0	0	5	6	-5	3	11	4	nt	0
20. Nc1nc(=S)c2ncn([C@@H]3O[C@H](CO)[C@@H](O)[C@H]3O)c2[nH]1
→ 2	0	34	4	5	7	2	1	2	0

# Sorted by molecular weight (highest first): some entries from above
# Results follow in this order: rCAG RNA binder	LEDGF integ inh	GC-B act	SIAE primary	TCR CD3 inh	PRMT1 FP inh	mABHD4 FP	MBD2 DNA inh	HTRA1 inh	TDP2 absorb
13. CC(C1CC2CCC1C2)n1c(COc2ccccc2F)nnc1SCC(N)=O (centres undefined)
→ -10	-2	-8	-2	5	-1	-1	-5	-3	-7
3. COc1ccc(OCCSc2nc3nc(C)cc(C)n3n2)cc1
→ -4	-2	-7	8	-4	1	2	-6	6	-5
7. O=S(=O)(O)c1cc(O)c2ccc(Nc3ccccc3)cc2c1
→ 65*	32*	0	14	35*	28*	63*	36*	21	17
16. Cc1cccc(-c2noc(C(C)NC(=O)c3ccco3)n2)c1 (centres undefined)
→ 0	-1	1	-5	-2	-3	-14	2	-8	-32

# Remaining list, next part
# Results follow in this order: rCAG RNA binder	LEDGF integ inh	GC-B act	SIAE primary	TCR CD3 inh	PRMT1 FP inh	mABHD4 FP	MBD2 DNA inh	HTRA1 inh	TDP2 absorb
21. O=C(NN1C(=O)c2ccccc2NC1c1ccco1)c1ccc(Br)cc1 (centres undefined)
→ 1	2	-2	-3	-9	-1	-4	3	0	-10
22. O=C(CCc1c[nH]c2ccccc12)NC(Cc1c[nH]c2ccccc12)C(=O)O (centres undefined)
→ 4	6	4	7	4	-2	0	3	7	3
23. Cc1csc(NC(=O)[C@@H]2CCCN2C(=O)c2cccs2)n1
→ -3	1	-1	0	-1	-2	-2	3	3	8
24. CSc1ccc(CN2CCC(CO)(CCOc3ccccc3)CC2)cc1
→ -5	2	-3	-3	-5	-3	-3	-2	3	-21
25. O=C(Nc1ccccc1)N(Cc1cccnc1)Cc1ccco1
→ -2	2	-3	-2	-3	0	-4	5	-4	3
26. CCOC(=O)c1c(NC(=O)C(C)NCc2ccco2)sc2c1CCC(C)C2 (centres undefined)
→ -3	3	-3	-1	3	-3	1	-3	-30	-6
27. Cc1ccc(Cn2ncn(-c3ccccc3)c2=O)cc1
→ -2	2	5	-7	1	0	2	-3	-1	11
28. CN(C)/C=N/c1nc(-c2ccc3c(c2)OCO3)cs1
→ 2	-1	-2	5	2	-1	0	-1	3	4
29. CC1CC(NC(=O)C2(C)CC2(Cl)Cl)CC(C)(C)C1 (centres undefined)
→ 0	3	1	-2	3	1	-9	0	-6	-8
30. COc1ccc(C=NNC(=O)Cc2cc(=O)[nH][nH]2)c(OC)c1
→ 15	-1	3	3	nt	2	7	-2	nt	12
31. CN(C)C(=O)Cn1cnc2c(cnn2-c2ccc(F)cc2)c1=O
→ -2	-4	-1	3	-3	0	5	3	-1	12
32. O=S(=O)(Cc1cc(Cl)nc(-c2ccncc2)n1)c1ccccc1
→ 6	-3	-21	7	6	-1	5	-3	-1	7
33. CCOC(=O)c1cccc(NC(=O)CSc2nnc(-c3ccoc3C)n2CC)c1
→ -2	1	-5	-5	6	-1	1	2	-6	8
34. CCOc1ccc2oc(-c3ccccc3)c(C(=O)N(C)C)c2c1
→ -5	-1	7	-9	0	2	-7	-2	0	0
35. C[C@H]1[C@H](NC(=O)c2ccc(C(C)(C)C)cc2)CC[C@@]23CCCN2C(=O)CCC[C@@H]13
→ nt	-3	2	14	nt	-4	-1	0	nt	4
36. Cn1c(Cn2nnc3ccccc32)nnc1SCC(=O)Nc1nccs1
→ -1	3	-1	16	1	-3	2	-3	-1	-2
37. COc1cccc(NC(=O)CSc2nncn2N)c1
→ 2	-2	-4	-8	-2	-3	2	-3	11	-25
38. CCCCCCCC(=O)Nc1cc(C(=O)NCc2ccc(C)cc2)ccc1N1CCC2(CC1)CC(c1cccc(Br)c1)=NO2
→ 1	-1	-8	0	-5	-2	0	-4	-19	10
39. COc1cccc(C(=O)Nc2cc(C)c3c(=O)oc4ccccc4c3n2)c1
→ 6	1	-4	-13	7	0	-7	-2	-44	1
40. CCCS(=O)(=O)NC(=O)C1(C)CCN(C(=O)c2ccccc2F)C1 (centres undefined)
→ 0	-2	-8	2	0	0	5	-7	nt	-6

# Additional structures follow:
No. | SMILES | rCAG RNA binder | LEDGF integ inh | GC-B act | SIAE primary | TCR CD3 inh | PRMT1 FP inh | mABHD4 FP | MBD2 DNA inh | HTRA1 inh | TDP2 absorb
41 | O=C(C=Cc1ccc(OCc2ccccc2)cc1)c1c(F)cccc1F | 5 | 3 | 0 | -8 | -3 | -4 | -16 | -5 | nt | -13
42 | COc1ccc(NC(=O)CN2C(=O)NC3(CCCC3)C2=O)c(OC)c1 | 1 | -2 | 0 | -4 | 3 | 2 | 0 | -4 | 6 | 4
43 | O=C(Cn1ncc2c([nH]c3ccccc32)c1=O)Nc1cccnc1 | 3 | -1 | 1 | -1 | -1 | 1 | 1 | 6 | 6 | -6
44 | Nc1ccn([C@@H]2O[C@H](C(=O)Nc3ccc(Oc4ccccc4)nc3)[C@@H](O)[C@H]2O)c(=O)n1 | 3 | 3 | -1 | 2 | -1 | -3 | 0 | 1 | nt | -8
45 | COc1cccc(-c2nc(-c3ccc4c(c3)NC(=O)CO4)cs2)c1 | 7 | 0 | -3 | -5 | -3 | 0 | -9 | 2 | -23 | -5
46 | C[C@H](CO)N1C[C@H](C)[C@H](CN(C)C(=O)NC2CCCCC2)Oc2cc(-c3cccnc3)ccc2S1(=O)=O | 1 | 0 | 1 | 6 | -6 | -1 | 5 | -2 | 4 | 7
47 | COc1ccc(Oc2ccc(C(F)(F)F)cc2N)cc1 | -5 | 1 | -2 | -4 | 1 | -2 | -8 | -3 | 0 | -13
48 | CCN(C(=O)COC(=O)c1c(-c2ccccc2)noc1C)c1c(N)n(Cc2ccccc2)c(=O)[nH]c1=O | -2 | 4 | -5 | 4 | 4 | 7 | -4 | -7 | 3 | -5
49 | COc1ccc(CNCCC(c2ccc(OC(C)C)cc2)c2ccccc2OC)cc1OC (centres undefined) | 5 | 3 | -6 | 0 | -2 | -5 | 3 | -1 | -4 | -7
50 | O=C(N1CCCCC1)C12CC3CC(C1)CC(C(=O)N1CCCCC1)(C3)C2 | -9 | 1 | 3 | 3 | 10 | 0 | 2 | -4 | 9 | 2

# Three entries from above, screen by screen.
45: COc1cccc(-c2nc(-c3ccc4c(c3)NC(=O)CO4)cs2)c1
46: C[C@H](CO)N1C[C@H](C)[C@H](CN(C)C(=O)NC2CCCCC2)Oc2cc(-c3cccnc3)ccc2S1(=O)=O
47: COc1ccc(Oc2ccc(C(F)(F)F)cc2N)cc1
assay / entry	45	46	47
rCAG RNA binder	7	1	-5
LEDGF integ inh	0	0	1
GC-B act	-3	1	-2
SIAE primary	-5	6	-4
TCR CD3 inh	-3	-6	1
PRMT1 FP inh	0	-1	-2
mABHD4 FP	-9	5	-8
MBD2 DNA inh	2	-2	-3
HTRA1 inh	-23	4	0
TDP2 absorb	-5	7	-13
